OXTR agonist – human OXTR agonism. P30559. CHO-OTR cells, Fluo-8 calcium fluorescence; normalized: DMSO 0%, oxytocin 100%. activation, % at 3 µM. 320,000 compounds, 0.32% hits. AID 2435;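 active = activation above the mean of all tested compounds plus 3 SD, cutoff set per screening run, cut at about 20% in these data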;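 also: peak over basal fluorescence ratio from a 100 s FLIPR kinetic read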
CHO-K1 Ca ag – M1 agonist counterscreen hit in parental CHO-K1 cells. activation, % at 3 µM. 360,000 compounds, 0.48% hits. Fluo-8 calcium fluorescence; scaled to maximal ATP response, vehicle zero; in the data active = activation above about 15%;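 also: untransfected CHO-K1 host cells lacking M1 receptor as counterscreen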
OXTR potentiate – potentiators of human oxytocin receptor; P30559; CHO-OTR cells, Fluo-8 calcium fluorescence, potentiator mode; 0% = oxytocin EC15, 100% = EC100; activation, % at 3 µM; 320,000 compounds, 0.061% hits;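 active = activation above that plate's cutoff, the mean activation of tested compounds plus 3 SD, cut at about 6.6% in these data, passing the limit was not always enough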;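 also: 100% uses oxytocin at 75 nM as the full agonist control; some results filed as inactive read as strong as hits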
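Replication – single well per compound, singlicate · Assay system – CHO cell line stably expressing human OTR · Timing – 6 min pre-incubation, 100 s read · Measure – normalized max/min fluorescence ratio, % activation · Doses – 3.0 µM, one dose · Detection – Fluo-8 calcium dye fluorescence · Probe or stimulus – oxytocin near EC15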
V1R ag counter – counter-screen for oxytocin receptor agonists: human V1a receptor agonists. 320,000 compounds, 0.25% hits. activation, % at 3 µM. CHO-V1R cells, Fluo-8 calcium fluorescence, agonist mode; 0% DMSO, 100% 3 nM vasopressin. P37288. AID 2797;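 active = activation above the mean activation of all tested compounds plus 3 SD, per screening run, cut at about 20% in these data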;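 also: signal is peak over basal fluorescence ratio across a 100 second FLIPR read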
Target sequence (P37288 whole entry, looked up): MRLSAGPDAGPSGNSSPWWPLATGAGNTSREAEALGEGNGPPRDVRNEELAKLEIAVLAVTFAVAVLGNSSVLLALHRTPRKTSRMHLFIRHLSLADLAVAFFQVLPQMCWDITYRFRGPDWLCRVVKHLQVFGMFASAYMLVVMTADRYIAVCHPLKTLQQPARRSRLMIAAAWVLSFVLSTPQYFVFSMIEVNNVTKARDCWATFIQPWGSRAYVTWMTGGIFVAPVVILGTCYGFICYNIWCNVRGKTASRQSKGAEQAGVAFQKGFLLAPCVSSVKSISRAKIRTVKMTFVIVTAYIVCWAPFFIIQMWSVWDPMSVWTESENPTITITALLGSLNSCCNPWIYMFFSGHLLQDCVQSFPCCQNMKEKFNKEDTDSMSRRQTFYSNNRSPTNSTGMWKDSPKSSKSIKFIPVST
CHO parental Ca – counter-screen: ATP calcium response change in parental CHO cells. parental CHO-K1, ATP-induced calcium, Fluo-8 fluorescence. inhibition, % at 5.6 µM. AID 463079. 330,000 compounds, 0.63% hits;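 active = inhibition above that plate's mean sample inhibition plus 3 SD, cut at about 26% in these data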;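 also: 0% = ATP-challenged DMSO wells and 100% = DMSO wells without ATP; some compounds past the cut are filed as inactive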
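Assay system: parental CHO cells; Read-out basis: percent inhibition of ATP-evoked calcium rise, normalized to controls; Benchmarks: ATP and no-ATP DMSO wells; Compound dosing: single nominal dose of 5.6 µM per compound; Signal: Fluo-8 calcium dye fluorescence; Also added: ATP as calcium-mobilizing challenge; Repeats: singlicate.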
TAAR1 antag – human TAAR1 antagonism | CHO RD-HGA16 TAAR1, Fluo-8 calcium fluorescence, antagonist | inhibition, % at 3 µM | 360,000 compounds, 1.5% hits;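 active = inhibition above a per-plate cutoff, the mean inhibition of test compounds on that plate plus 3 SD, cut at about 49% in these data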;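 also: 0% = DMSO plus EC80 beta-PEA response and 100% = DMSO alone without agonist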
Target sequence (Q96RJ0 whole entry, looked up): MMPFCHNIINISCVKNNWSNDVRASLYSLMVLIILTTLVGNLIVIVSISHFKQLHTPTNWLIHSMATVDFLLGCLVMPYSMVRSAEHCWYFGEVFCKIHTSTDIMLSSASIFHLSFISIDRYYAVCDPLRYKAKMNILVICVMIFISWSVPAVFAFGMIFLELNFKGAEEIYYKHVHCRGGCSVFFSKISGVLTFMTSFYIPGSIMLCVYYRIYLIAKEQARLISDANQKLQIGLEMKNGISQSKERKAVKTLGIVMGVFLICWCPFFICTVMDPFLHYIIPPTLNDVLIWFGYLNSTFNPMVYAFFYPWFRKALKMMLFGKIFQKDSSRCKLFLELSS
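System: RD-HGA16 CHO cells with stable hTAAR1 and Gα16 | Probe or stimulus: EC80 β-phenethylamine stimulus | Dosing: 3 µM, single point | Times: Dye loading 75 min at 37 °C, then 30 min room temperature | Measured by: Fluo-8 calcium-sensitive fluorescence | Read-out basis: % inhibition of agonist calcium response | Replicates: n of 1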
CHO-K1 Ca antag – M1 antagonist counterscreen hit in parental CHO-K1 cells | ATP-induced calcium, Fluo-8 fluorescence | inhibition, % at 3 µM | 360,000 compounds, 0.6% hits;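 active = inhibition above a per-plate cutoff, the plate's mean sample inhibition plus 3 SD, cut at about 24% in these data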;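 also: 0% = DMSO plus EC80 ATP and 100% = DMSO alone without ATP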
GPR7 antag – human neuropeptides B/W receptor 1 antagonism. GPR7-expressing cells, fluorescence antagonist assay. inhibition, % at 4.4 µM. AID 1861. P48145. 290,000 compounds, 1.1% hits; in the data active = inhibition above about 16%, passing the limit was not always enough;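 also: cells stimulated with the agonist NPW; 0% = agonist with vehicle and 100% = vehicle without agonist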
Target sequence (P48145 whole entry, looked up): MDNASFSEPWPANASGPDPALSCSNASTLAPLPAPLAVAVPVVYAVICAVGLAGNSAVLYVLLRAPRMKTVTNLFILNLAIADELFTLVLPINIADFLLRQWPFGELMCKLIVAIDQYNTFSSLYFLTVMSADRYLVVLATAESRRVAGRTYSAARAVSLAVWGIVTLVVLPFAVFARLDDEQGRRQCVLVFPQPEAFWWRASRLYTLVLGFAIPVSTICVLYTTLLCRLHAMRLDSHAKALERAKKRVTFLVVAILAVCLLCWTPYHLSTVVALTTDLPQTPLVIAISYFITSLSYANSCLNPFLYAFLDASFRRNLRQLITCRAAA
M1 PAM parental – counter-screen for M1 PAMs: effect in parental CHO-K1 cells; ATP EC20, Fluo-8 calcium fluorescence; 0% at ATP EC20, 100% at ATP max; activation, % at 3 µM; 360,000 compounds, 0.02% hits; AID 602247;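 active = activation above the run cutoff, the mean activation of all test compounds plus 3 SD, cut at about 40% in these data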;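 also: peak over basal fluorescence ratio in a 140 s read after ATP addition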
* = called active by the depositor; . = no result given. Random draw from the library (roughly 3.5% active in at least one column).

SMILES	OXTR agonist	CHO-K1 Ca ag	OXTR potentiate	V1R ag counter	CHO parental Ca	TAAR1 antag	CHO-K1 Ca antag	GPR7 antag	M1 PAM parental
CN(N=Cc1ccccc1O)c1ccc2ccccc2n1	.	0.3	.	.	.	21.1	-19.1	.	26.9
Cc1nn(Cc2ccccc2)c(C)c1C(=O)N1CCN(CC(=O)Nc2ccc(F)cc2)CC1	1.1	1.5	-4.2	0.8	-10.0	1.5	-17.5	.	12.1
CCCCCCCCCCCCN1[C@@H](CC(C)=O)c2cc(C(F)(F)F)ccc2S1(=O)=O	-0.6	-0.1	-11.6	-0.3	-13.7	11.6	-9.9	.	-12.1
Cc1ccc(NC2C(=O)NC(=O)NC2=O)cc1	.	0.5	.	.	.	-30.7	6.4	.	-19.6
Cc1cc(C)cc(OCC(=O)OCC(=O)Nc2cc(C)nn2-c2ccccc2)c1	0.9	0.2	2.0	0.6	-9.4	-0.8	2.9	.	0.6
COc1cc(NS(=O)(=O)c2ccc(NC(=S)NC(=O)c3sc4ccccc4c3Cl)cc2)ncn1	-1.6	-0.1	4.5	-1.0	-13.3	2.1	-18.1	-6.9	17.5
COc1ccccc1NC(=O)Nc1c(C)nn(C)c1C	4.7	1.7	-7.7	0.8	2.6	-5.1	-6.7	-5.4	23.6
CCN(C(=O)COC(=O)COc1ccc(Cl)c(C)c1)C1CCS(=O)(=O)C1 (stereo not drawn)	3.1	3.7	-4.4	2.2	-14.9	-19.3	-11.1	.	12.8
O=C(O)C1C2C=CC(C2)C1C(=O)Nc1cccc(F)c1 (stereo not drawn)	2.0	-0.1	-0.5	0.6	9.1	-12.6	2.0	-14.7	8.3
CCOC(=O)N/N=C(/c1ccccc1)C1CCCCC1	-1.8	0.1	1.9	0.8	-15.3	-13.1	-7.2	-12.3	5.5
O=C(C1CC1)N1CCN(Cc2ccccc2)CC1	0.0	0.1	-4.7	-0.3	-14.9	-8.8	-1.3	.	11.4
COc1ccc(OC)c(NC(=O)COC(=O)c2c(C)noc2C)c1	-1.3	0.0	1.3	0.6	-14.6	-20.7	0.4	.	-13.9
c1cncc(CNc2ncnc3ccc(-c4ccc5c(c4)OCCO5)cc23)c1	-1.9	-1.2	-0.8	-1.8	-26.1	9.1	-10.4	.	-4.9
O=C(O)CNS(=O)(=O)Cc1ccccc1	0.4	1.1	-3.5	0.3	-17.4	-18.2	-15.6	1.0	24.7
Fc1cccc(/C=C2\CCCC3=C2NC(=S)NC3c2cccc(F)c2)c1 (stereo not drawn)	-1.8	-0.2	-3.3	-0.7	-15.3	-11.1	3.9	12.8	-15.7
COc1ccc(N(Cc2ccccc2)N=O)cc1	-1.7	0.6	0.8	0.3	-7.7	24.5	9.6	11.4	-17.4
Nc1cc(=O)[nH]c(SCc2nc3ccccc3n2Cc2ccccc2)n1	-0.4	0.9	-4.1	-0.4	-9.4	3.0	-15.4	10.8	16.3
Cc1cc(NC(=O)CSc2nnc(-c3ccccc3F)n2N)no1	0.3	1.0	2.6	1.7	-4.1	-17.0	-12.2	.	5.0
N#Cc1c(NCCN)nc(NCc2ccccc2)c2c1CCN(Cc1ccccc1)C2	.	1.2	.	.	.	.	0.7	7.5	9.8
O=C(Nc1ccc(C(=O)O)cc1)/C(=C\c1ccco1)NC(=O)c1ccc(Br)o1	0.7	0.5	-3.4	0.1	1.5	13.1	-7.1	-3.4	-1.3
CCOc1ccc(S(=O)(=O)Nc2ccc(C(=O)NCc3ccncc3)cc2)cc1	2.2	0.9	-0.3	0.5	-8.4	0.6	-6.6	.	-7.3
CC(C)c1nnc(NC(=O)CCCCCN2C(=O)C3C4C=CC(C4)C3C2=O)s1 (stereo not drawn)	0.8	0.7	1.5	0.9	-19.9	2.6	-17.0	-2.8	23.9
CC1(C)N=C(c2ccccc2)C(c2ccccc2)=N1	.	-0.3	.	.	.	-4.1	-12.4	.	13.2
COc1ccc(CCNC(=O)c2cc(=O)[nH]c3ccc(Br)cc23)cc1OC	-0.9	0.8	-0.3	0.2	-5.9	4.9	-1.1	2.7	15.8
Cc1ccc(-c2csc(C3C(N)=NC(S)=C(C#N)C34CCCCC4)n2)cc1 (stereo not drawn)	0.0	4.2	-7.0	0.4	-3.9	-17.2	-5.5	9.1	11.4

Next compounds follow:
SMILES	OXTR agonist	CHO-K1 Ca ag	OXTR potentiate	V1R ag counter	CHO parental Ca	TAAR1 antag	CHO-K1 Ca antag	GPR7 antag	M1 PAM parental
O=[N+]([O-])c1cccc(-c2cc(-c3cc(Br)ccc3O)[nH]n2)c1	5.7	2.1	-12.3	6.6	7.4	5.1	-12.4	2.8	-4.7
COc1ccc(S(=O)(=O)NCCCCNS(=O)(=O)c2ccc(OC)cc2)cc1	3.7	5.2	-16.3	5.4	2.9	-0.7	-4.2	23.1	12.7
FC(F)(F)c1cccc(NC(=S)NCC(c2cccnc2)N2CCOCC2)c1 (stereo not drawn)	-0.5	0.3	-5.8	0.3	-16.1	-0.8	-5.3	-0.6	6.2
COc1ccc2[nH]c3c(=O)n4c(nc3c2c1)SCC4	-2.8	1.1	-11.1	-1.5	-10.8	3.8	8.6	-11.1	-7.5
FCCCOc1ccc(CN2CCN(c3ccccc3F)CC2)cc1	-0.2	0.7	-7.7	0.9	-23.1	3.7	-4.4	-14.2	-3.1
O=C(NN1CCOCC1)c1cccc(Cl)c1	0.8	0.2	-8.1	1.0	2.2	-9.5	12.3	-9.2	-0.3
Nc1nc(Nc2cccc(F)c2)nc2ccccc12	-0.3	0.7	-11.4	-0.4	-9.0	81.8*	4.4	-10.5	6.8
COc1ccc(N2C(=O)c3ccccc3NC23CCCCC3)cc1	-0.8	0.8	-6.4	0.6	4.0	10.3	-19.8	4.0	15.9
O=C(O)CSCC(=O)NCc1ccccc1Cl	-0.7	-0.2	-13.3	1.7	-5.0	11.0	4.7	1.9	0.5
O=C(NCc1cccnc1)C1CCC(c2ccc(Cl)cc2)CC1 (stereo not drawn)	9.3	6.5	-12.8	9.5	11.6	8.2	-1.1	-6.4	-1.7
O=S(=O)(CCN1CCN(c2ccccn2)CC1)c1ccc(Cl)cc1Cl	-2.4	1.5	-5.2	0.0	-19.0	-19.6	-6.1	-1.5	22.7
Cc1ccc(C(=O)N/N=C/c2ccc(-c3cccc(C(F)(F)F)c3)o2)cn1	-0.8	1.8	6.3	1.7	-16.5	-24.8	-2.9	1.2	-0.8
CCOC(=O)C(=O)Nc1ccc(F)cc1	1.3	-0.5	1.7	1.1	-2.1	-10.5	10.6	-2.5	-0.3
Cc1ccccc1NC(=O)C1CCCN(c2ncnc3onc(-c4ccc(F)cc4)c23)C1 (stereo not drawn)	-1.1	-0.4	-4.2	-1.2	-17.4	-6.8	-6.2	27.8*	-14.5
COc1ccc(C2(NC(C)=O)CCN(C(=O)c3cccs3)CC2)cc1	-0.2	0.1	-4.7	0.4	-1.9	21.4	-5.0	-2.6	6.0
O=C(C#Cc1ccccc1)c1cccc([N+](=O)[O-])c1	-2.2	1.2	2.0	-1.0	36.3*	28.0	-8.3	-2.3	24.6
O=S(=O)(c1ccc(Oc2ccc(F)c(Cl)c2)nc1)N1CCOCC1	-0.1	0.7	-2.2	10.7	4.8	-17.0	-4.1	.	-0.8
S=c1[nH]nc(-c2ccc(Cl)cc2)n1/N=C/c1ccco1	-1.4	0.0	3.0	-0.8	-5.9	12.2	2.5	-8.3	-14.7
N#Cc1nc(-c2cccc(Cl)c2)oc1NCc1cccnc1	4.0	1.6	-14.4	2.1	-14.4	-3.5	-0.7	9.8	16.9
CCOC(=O)c1sc(N2C(=O)C(O)=C(C(=O)c3ccco3)C2c2cccc([N+](=O)[O-])c2)nc1C (stereo not drawn)	-0.8	-0.3	2.8	-0.8	2.1	-32.9	21.0	-10.6	-30.6
CSc1ccccc1NC(=O)CN(C)Cc1cc(=O)n2ccsc2n1	-0.5	0.4	-9.2	-0.1	-7.4	-13.3	3.5	3.8	-10.2
Oc1ccc(N2CCN(Cc3cc4c(cc3Br)OCCO4)CC2)cc1	2.2	6.8	-5.0	2.5	4.0	2.8	-12.5	-2.3	14.6
CCc1sc(N(C(=O)Cc2ccccc2)c2cccc(F)c2)nc1-c1ccc(C)cc1	-0.3	0.1	-15.1	0.8	-15.0	4.8	-0.8	-6.5	7.2
CN1OC[C@@H]2CN(Cc3ccc(Cl)cc3)[C@H](c3cccc(Br)c3)C[C@@H]21	.	-0.1	.	.	.	-15.8	-21.8	.	13.8
Cc1ccc(CS(=O)Cc2ccc(C(=O)N3CCN(c4ccccc4)CC3)o2)cc1 (stereo not drawn)	1.8	4.1	-1.0	6.2	-18.5	-12.1	-15.8	-10.8	9.7

Random excerpt: 3 records from the list.
SMILES	OXTR agonist	CHO-K1 Ca ag	OXTR potentiate	V1R ag counter	CHO parental Ca	TAAR1 antag	CHO-K1 Ca antag	GPR7 antag	M1 PAM parental
O=S(=O)(c1ccc(Oc2ccc(F)c(Cl)c2)nc1)N1CCOCC1	-0.1	0.7	-2.2	10.7	4.8	-17.0	-4.1	.	-0.8
COc1ccc(N2C(=O)c3ccccc3NC23CCCCC3)cc1	-0.8	0.8	-6.4	0.6	4.0	10.3	-19.8	4.0	15.9
O=S(=O)(CCN1CCN(c2ccccn2)CC1)c1ccc(Cl)cc1Cl	-2.4	1.5	-5.2	0.0	-19.0	-19.6	-6.1	-1.5	22.7

Later entries.
SMILES	OXTR agonist	CHO-K1 Ca ag	OXTR potentiate	V1R ag counter	CHO parental Ca	TAAR1 antag	CHO-K1 Ca antag	GPR7 antag	M1 PAM parental
CCCNC(=O)Cn1c(=O)oc2ccccc21	0.2	0.2	-6.8	0.8	-2.8	-8.2	-4.2	9.9	8.0
COC(=O)C1=C(C(=O)OC)[C@@H]2N(Cc3ccccc3)c3ccccc3[C@@]23C[C@@H](C(=O)OC)N(C(C)=O)C3=N1	-1.0	3.0	2.4	-0.3	-24.8	-26.2	8.6	.	-1.6
CC/C(C)=N/NC(=S)NCc1ccco1	-2.6	0.3	-6.7	-0.4	-3.8	-28.1	-9.9	11.8	20.7
Cc1ccc(N=Cc2cccc(O)c2O)c(C)c1	0.2	0.2	-3.0	0.6	0.2	-12.2	10.5	12.0	-3.5
CC(Cc1ccccc1)C(=O)N1CCN(C)CC1 (stereo not drawn)	5.0	-0.4	-2.2	1.3	-10.9	-7.2	-11.1	-4.4	-7.9
COc1ccc(-c2oc(=O)c3cc(OC)c(OC)cc3c2/C=C/c2ccc(F)cc2)cc1	0.4	-0.1	0.5	0.0	-35.2	1.9	-4.7	.	11.7
O=C(/C=C/c1cccs1)NC(=S)Nc1ccc(C(=O)O)cc1	-0.7	0.2	-0.4	0.3	-4.4	10.0	-22.9	-4.0	26.6
O=C(c1cccc([N+](=O)[O-])c1)n1nc(-c2ccccc2)nc1NCc1ccccc1	0.7	0.7	-4.2	1.7	-0.5	4.6	-5.9	-5.2	9.5
